14-3-3 Bad inh = disrupts binding of bovine 14-3-3 zeta to phospho-Bad peptide; P63103; TR-FRET 14-3-3zeta/Dy647-pBad peptide displacement, 1 h; inhibition, % at 21.7 µM; 0.71% of 220,000 active; AID 781;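 active means inhibition above about 70%, limit read from the data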;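 further: 0% = full 14-3-3 plus peptide FRET controls and 100% = background without 14-3-3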
eIF4E 4G PPI = blocks eIF4E binding to eIF4G | inhibition, % at 21.7 µM | 0.37% of 220,000 active | TR-FRET eIF4E-eIF4GI(517-606) binding, 2 h | P63073+Q04637 | AID 782;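 active means inhibition above about 30%, limit read from the data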;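 further: 0% = full FRET control wells and 100% = background wells lacking eIF4GI fragment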
Rad51 HR inh = blocks human Rad51 in homologous recombination; 0.085% of 200,000 active; inhibition, % at 10 µM; Q06609; hRad51 DNA strand exchange, fluorescence dequenching;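 active means inhibition above 40% at the single screening dose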;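 further: 0% = DMSO control wells and 100% = blanks with heterologous ssDNA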
Target sequence (Q06609 whole entry, looked up): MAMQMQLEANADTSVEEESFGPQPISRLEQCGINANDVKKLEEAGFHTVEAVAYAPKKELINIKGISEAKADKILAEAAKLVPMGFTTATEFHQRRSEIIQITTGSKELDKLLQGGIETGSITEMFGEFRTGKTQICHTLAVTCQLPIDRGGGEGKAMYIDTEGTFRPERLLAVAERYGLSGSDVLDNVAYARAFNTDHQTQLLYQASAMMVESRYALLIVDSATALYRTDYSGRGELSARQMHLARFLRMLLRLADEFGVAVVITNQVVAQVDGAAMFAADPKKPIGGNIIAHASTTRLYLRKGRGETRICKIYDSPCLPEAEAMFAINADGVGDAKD
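Test system: preformed human Rad51 ssDNA filaments; also added: Donor/quencher-labelled 47-bp dsDNA substrate; doses: 10 µM final, single point; times: 37 °C 15-min filament assembly, 30-min compound preincubation, 15-min exchange; detection: FRET fluorescence dequenching, excitation 485 nm, emission 520 nm; read-out basis: Fluorescence-based percent inhibition, control- and blank-normalised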
FXIa inh = inhibitors of human coagulation factor XIa | P03951 | purified FXIa, Boc-Glu-Ala-Arg-AMC fluorogenic substrate | inhibition, % at 5 µM | 0.14% of 220,000 active | AID 798;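 active means inhibition of at least 40%; inactive means inhibition below 40%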;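 further: fluorescence of freed AMC excited at 355 nm; 0% = enzyme without compound and 100% = no enzyme blank; many of its hits are not listed in these tables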
p97 ATPase inh = blocks human p97 ATPase activity | P55072 | recombinant p97 ATPase, Kinase-Glo ATP luminescence, 3 h | inhibition, % at 8 µM | 0.42% of 220,000 active; in the data active means inhibition above about 15%;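 further: 0% = DMSO vehicle and 100% = wells lacking enzyme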
Wee1 stabilizer = human Wee1 degradation inhibition, primary screen. P30291. HeLa Luc-Wee1K328M stability, luciferase luminescence; 100% = proteasome inhibitor MG132 effect. reporter increase, % at 5 µM. 1.2% of 220,000 active. AID 1321;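 active means activation above the mean of all tested compounds plus 3 SD, set per screening run, cut at about 8.8% in these data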;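 further: cells exposed to compound for 20 h before luminescence read; 0% = DMSO alone and 100% = MG132 at 30 µM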
FXIIa inh 1536 = blocks human coagulation factor XIIa protease activity | P00748 | purified FXIIa, Boc-QGR-AMC fluorogenic substrate, 2 h | inhibition, % at 5 µM | 0.3% of 220,000 active | AID 800; in the data active means inhibition above about 40%;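 further: 0% = enzyme with no compound and 100% = blank without enzyme; many of its hits are not listed in these tables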
hK5 inh = kallikrein 5 (human) inhibition. recombinant hK5, fluorogenic AMC substrate cleavage. Q9Y337. 0.59% of 210,000 active. inhibition, % at 5 µM;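 active means inhibition of 40% or more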;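 further: 0% = enzyme controls without compound and 100% = no-enzyme blanks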
Target sequence (Q9Y337 67-293 limits assumed): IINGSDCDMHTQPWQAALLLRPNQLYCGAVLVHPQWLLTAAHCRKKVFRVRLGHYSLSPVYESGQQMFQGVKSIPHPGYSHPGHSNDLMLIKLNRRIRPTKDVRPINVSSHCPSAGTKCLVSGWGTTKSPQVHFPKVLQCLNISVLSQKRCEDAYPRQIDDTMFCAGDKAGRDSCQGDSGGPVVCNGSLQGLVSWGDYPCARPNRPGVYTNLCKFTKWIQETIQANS
MDM2 E3 inh = inhibitors of human Mdm2 E3 ubiquitin ligase. Q00987. cell-based MDM2 ubiquitination luciferase reporter, 2 h; 0 = plate control, 100 = twice control, blank-subtracted. signal enhancement, % at 5 µM. 0.11% of 210,000 active. AID 1230;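 active means signal enhancement of 30% or more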;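 further: luminescence tracks abundance of the self-degrading MDM2-luciferase fusion protein; higher signal means inhibition of MDM2 E3 ligase activity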
Target sequence (Q00987 whole entry, looked up, the tested form may be a part): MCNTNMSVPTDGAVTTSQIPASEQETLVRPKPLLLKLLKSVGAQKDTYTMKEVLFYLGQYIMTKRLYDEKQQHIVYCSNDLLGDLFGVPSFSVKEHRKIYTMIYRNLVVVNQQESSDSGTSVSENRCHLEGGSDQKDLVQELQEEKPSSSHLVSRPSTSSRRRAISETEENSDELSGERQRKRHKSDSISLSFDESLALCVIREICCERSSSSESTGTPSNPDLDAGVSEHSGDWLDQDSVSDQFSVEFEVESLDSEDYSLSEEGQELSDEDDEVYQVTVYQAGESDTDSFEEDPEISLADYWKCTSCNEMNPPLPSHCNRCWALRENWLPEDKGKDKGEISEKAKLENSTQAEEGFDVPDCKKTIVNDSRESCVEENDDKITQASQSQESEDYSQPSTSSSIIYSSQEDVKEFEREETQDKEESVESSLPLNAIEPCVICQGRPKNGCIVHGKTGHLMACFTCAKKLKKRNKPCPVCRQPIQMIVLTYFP
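Timing – 2 h compound exposure at 37 °C · Assay system – mammalian cells stably expressing self-ubiquitinating, self-degrading MDM2 E3–luciferase fusion · Amount – 2000 cells seeded into each well · Measure – % luminescence enhancement versus blank-corrected plate control mean · Measured by – SteadyLite luminescence, 15 min reagent step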
* = called active by the depositor; / = not tested or not shown; & = joins results of further samples; [ ] = dose if it differs, or a comment. Compounds were not picked by outcome; any-hit rate near 3.5%.

SMILES	14-3-3 Bad inh	eIF4E 4G PPI	Rad51 HR inh	FXIa inh	p97 ATPase inh	Wee1 stabilizer	FXIIa inh 1536	hK5 inh	MDM2 E3 inh
Cn1c(CN2CCCC2)nc2cc(NC(=O)c3ccc(Cl)cc3)ccc21	-4	0	/	-2	-3	3	5	/	3
O=C(Nc1ccc(F)cc1F)c1c(C(F)(F)F)ccnc1Oc1ccccc1	-4	-6	5	3	4	1	8	1	-2
CN1C(=S)SC(C)(C)C1N(O)C(=O)Nc1ccc(Cl)cc1 (configuration not stated)	-6	-2	/	19	3	-1	34	/	-21
CCCn1c(CCC(=O)O)ccc1-c1ccccc1	-4	1	-2	-9	1	3	2	-13	-10
CCCCNS(=O)(=O)c1ccc(OC)c(C)c1	-14[fluorescence artefact?]	3	9	-2	-5	-2	11	-7	/
O=C(NCCCc1ccccc1)c1cccs1	0	-2	-1	2	5	3	6	-10	1
O=C(NCc1cccs1)NC1CCCCC1	6	1	1	3	-3	-2	15	-17	-9
CCOCCCNC(=O)Cn1ncc2c(=O)oc3ccccc3c21	6	-5[fluorescence artefact?]	-11	1	0	0	13	-3	-11
CC(C)CCNC(=O)COC(=O)c1cc(Br)c(Br)s1	5	1	4	-4	-3	-2	8	-3	-8
Cc1cccc(C)c1NC(=O)C1C2C=CC(C2)C1C(=O)NCc1ccccn1 (configuration not stated)	-12[fluorescence artefact?]	2	-1	5	8	2	17	-12	-11
COc1ccc(Nc2nc(C)c(-c3ccccc3)s2)cc1	-2	2	2	2	4	-1	4	-2	-5
O=C(c1cccn(Cc2cccc(Cl)c2)c1=O)N1CCOCC1	-3	2	-2	13	-4	0	4	3	0
CN(C)C(=S)NC1CCS(=O)(=O)C1 (configuration not stated)	1	-2	-7	-2	4	1	6	0	-3
Cc1cccc(Nc2nnc(SCC(=O)Nc3cccc(S(=O)(=O)N4CCCCC4)c3)s2)c1	1	1	/	-5	-4	1	4	-3	-5
OC1=C(O)c2nc3cc(C(F)(F)F)ccc3nc21	0	2	22	2	-3	-4	10	1	-3
O=C(c1cccc(C(F)(F)F)c1)C1CCCN(Cc2cccn2-c2ccccn2)C1 (configuration not stated)	-9	1	7	0	-8	-3	8	1	-2
COc1ccc(OC)c(NC(=O)CSc2nnc(Cc3cccn3C)n2-c2ccc(F)cc2)c1	15[fluorescence artefact?]	-1	-4	5	2	-3	13	-3	-13
O=C(CSCc1ccccc1)NCc1ccc2c(c1)OCO2	2	11	3	-5	-4	0	4	4	-5
COC(=O)c1c(-c2ccccc2)c[nH]c1C	-2	-4	15	0	7	2	7	-1	-4
CCOc1cc(C2NC(=O)N(C)C(C)=C2[N+](=O)[O-])ccc1OC(C)=O (configuration not stated)	-9	2	28	-5	2	-1	4	1	-7

Three of the entries above in order of their number in p97 ATPase inh, ascending.
structure	p97 ATPase inh
CC(C)CCNC(=O)COC(=O)c1cc(Br)c(Br)s1	-3
CCCn1c(CCC(=O)O)ccc1-c1ccccc1	1
CN1C(=S)SC(C)(C)C1N(O)C(=O)Nc1ccc(Cl)cc1 (configuration not stated)	3

Remaining list, next part:
SMILES	14-3-3 Bad inh	eIF4E 4G PPI	Rad51 HR inh	FXIa inh	p97 ATPase inh	Wee1 stabilizer	FXIIa inh 1536	hK5 inh	MDM2 E3 inh
CN(C)S(=O)(=O)c1ccc(NC(=O)c2ccc3ncsc3c2)cc1	3	1	11	5	7	-4	4	-8	-6
Cc1cc(C)n2nc(C(=O)OCCOc3cccc(Br)c3)nc2n1	-8	-8[fluorescence artefact?]	-3	-6	1	-3	11	0	-8
CCCC1=C/C(=C/c2ccc(-c3ccccc3OC)o2)C(=O)O1	-5[fluorescence artefact?]	-3	/	16	5	0	9	-1	-5
C=CCNC(=O)c1c(N)n(-c2cccc(S(N)(=O)=O)c2)c2nc3ccccc3nc12	1	2	-13	2	5	3	11	-118	-6
Cc1ccc2nc(SCC(=O)Nc3cccc(S(=O)(=O)NC4=NCCCCC4)c3)[nH]c2c1	-1	-3	/	0	4	-2	1	-4	-13
COc1ccc(-c2cc(C(=O)O)[nH]n2)cc1OC	12	-1	-1	3	4	0	7	-3	-14
Cn1nc(-c2ccccc2F)c2cc(C(=O)Nc3ccc4c(c3)OCCO4)sc21	9	11	-2	-7	7	-2	-1	-7	-21
COc1ccc(S(=O)(=O)N2CCN(CC(=O)Nc3cc(OC)cc(OC)c3)CC2)cc1	-10[fluorescence artefact?]	1	/	2	3	4	9	-9	-35
COc1ccc(C(=O)C2CCCN(C(=O)C3=CCCC3)C2)cc1OC (configuration not stated)	-7	-1	5	0	3	-3	7	2	-9
CCc1oc2ccccc2c1C(=O)c1cc(Br)c(O)c(Br)c1	8&11	2&5	9&-7&-23	-4&1	13&-3	-2&0	6&6	-2&4	-13
CCN1CCN(c2cc(C)c3cc(NC(=O)c4cccc(OC)c4)ccc3n2)CC1	3	1	21	2	-2	3	13	-2	/
O=[N+]([O-])c1ccc(OCCCCN2CCCCC2)cc1	11[fluorescence artefact?]	8	-8	29	5	4	24	-12	-4
COc1ccc(N2CCN(C(CNC(=O)C(=O)NCCC3=CCCCC3)c3ccco3)CC2)cc1 (configuration not stated)	-14	13	2	-2	2	1	9	-12	-9
CCN(CC)C(=O)CSc1nc(N)c(-c2ccccc2)c(=O)[nH]1	-6	2	22	-6	3	0	4	-4	4
COc1cccc(OCC(O)CN2CCC(C)CC2)c1 (configuration not stated)	15	12	3	2	3	-1	6	4	-20
O=[N+]([O-])c1ccccc1Oc1ccc(Cl)c2cccnc12	11	3	/	3	-6	1	9	4	0
O=S(=O)(Nc1ncccn1)c1ccc(NC(=S)NCc2ccco2)cc1	-5	0	-2	-5	1	0	6	-2	6
COC(=O)c1[nH]c2ccc(C)cc2c1NC(=O)CCN1CCN(Cc2ccc3c(c2)OCO3)CC1	-24	2	-3	3	2	-2	16	-3	0
COc1ccc(CC(=O)NC(C)C2COc3ccccc3O2)cc1OC (configuration not stated)	-4	-4	-2	-2	4	1	6	1	7
Cc1cc(OCc2nc3ccccc3s2)ccc1N	-3	-2	/	1	1	1	13	-1	-12

Fetched by compound from above:
SMILES	14-3-3 Bad inh	eIF4E 4G PPI	Rad51 HR inh	FXIa inh	p97 ATPase inh	Wee1 stabilizer	FXIIa inh 1536	hK5 inh	MDM2 E3 inh
C=CCNC(=O)c1c(N)n(-c2cccc(S(N)(=O)=O)c2)c2nc3ccccc3nc12	1	2	-13	2	5	3	11	-118	-6
O=[N+]([O-])c1ccccc1Oc1ccc(Cl)c2cccnc12	11	3	/	3	-6	1	9	4	0
COc1ccc(S(=O)(=O)N2CCN(CC(=O)Nc3cc(OC)cc(OC)c3)CC2)cc1	-10[fluorescence artefact?]	1	/	2	3	4	9	-9	-35
COc1ccc(N2CCN(C(CNC(=O)C(=O)NCCC3=CCCCC3)c3ccco3)CC2)cc1 (configuration not stated)	-14	13	2	-2	2	1	9	-12	-9
Cc1ccc2nc(SCC(=O)Nc3cccc(S(=O)(=O)NC4=NCCCCC4)c3)[nH]c2c1	-1	-3	/	0	4	-2	1	-4	-13
CN(C)S(=O)(=O)c1ccc(NC(=O)c2ccc3ncsc3c2)cc1	3	1	11	5	7	-4	4	-8	-6

2 entries from above, with two lines to a compound:
Each structure is followed by: 14-3-3 Bad inh | eIF4E 4G PPI | Rad51 HR inh | FXIa inh | p97 ATPase inh | Wee1 stabilizer | FXIIa inh 1536 | hK5 inh | MDM2 E3 inh
Cc1cc(C)n2nc(C(=O)OCCOc3cccc(Br)c3)nc2n1
    -8 | -8[fluorescence artefact?] | -3 | -6 | 1 | -3 | 11 | 0 | -8
CCCC1=C/C(=C/c2ccc(-c3ccccc3OC)o2)C(=O)O1
    -5[fluorescence artefact?] | -3 | / | 16 | 5 | 0 | 9 | -1 | -5

(list continues)
SMILES	14-3-3 Bad inh	eIF4E 4G PPI	Rad51 HR inh	FXIa inh	p97 ATPase inh	Wee1 stabilizer	FXIIa inh 1536	hK5 inh	MDM2 E3 inh
C/C(=N\NC(=O)C(N)=O)c1ccc(O)cc1O	10	2	-2	-3	3	0	2	-3	1
Cc1ccc(Cl)cc1N1CCN(C(=O)CSc2ccsc2[N+](=O)[O-])CC1	-4	6	1	-3	3	0	8	-24	4
COc1ccc(Cl)cc1NC(=O)CN(C)C(C)C(=O)NCC1CCCCC1 (configuration not stated)	-2	1	-1	7	3	2	6	-19	-13
Cc1ccc(-n2c(SCC(=O)NNC(=S)Nc3ccccc3)nc3ccccc3c2=O)cc1	3	3[fluorescence artefact?]	-13	2	8	-2	5	-15	-2
COc1ccccc1CNC(=O)C(=O)NCC1OCCN1C(=O)c1cccs1 (configuration not stated)	4	3[fluorescence artefact?]	2	4	1	-1	6	-5	10
Cc1nc(CN2CCCCC2)cc(=O)[nH]1	6	4	-15	-1	-1	9	10	3	-14
CN(C)CCN1C(=O)c2oc3ccc(Cl)cc3c(=O)c2C1c1cccc(Br)c1 (configuration not stated)	7	-3	-5	2	4	-1	12	0	-16
COc1cc(C)ccc1OCCOc1c(C)cccc1Cl	0	5	/	-4	0	-1	14	-14	-29
Cc1cc(C)c(NC(=S)NCC2CCN(C(C)c3ccccc3)C2)c(C)c1 (configuration not stated)	-12	1	/	1	-1	-2	12	/	-14
O=C1OCCN/C1=C\C(=O)c1ccc(Cl)cc1	-7	10	2	-11	6	-3	6	5	-13
CCn1ccnc1CNC(=O)c1cc(COc2ccc(F)cc2F)on1	-12	3	22	2	4	-3	10	/	-9
CCOc1c(O)ccc(C2NC(=O)NC(C)=C2C(=O)OC)c1[N+](=O)[O-] (configuration not stated)	-2	4	6	-6	4	3	-1	-5	22
Cc1ccc(C(=O)COC(=O)CNC(=O)c2cccs2)cc1C	3	-3	6	-5	-6	0	2	1	-14
COC(=O)c1sc(NC(=S)NC(=O)c2cccc(C)c2)nc1C	-10	-18	-4	-9	-4	2	-2	-18	-8
Cn1cc(CN2CCN(Cc3ccc4c(c3)OCO4)CC2)c(-c2ccccc2F)n1	-1	-1	0	-2	1	-3	5	-1	2
O=C(CCC1CCCCC1)Nc1ccccc1O	16[fluorescence artefact?]	0	2	-6	0	6	-9	-3	-6
COc1ccc(NS(=O)(=O)c2cccc(C(=O)N/N=C(\C)c3ccc(-n4ccnc4)cc3)c2)cc1	33	-8[fluorescence artefact?]	3	1	3	-1	12	13	-10
O=c1c2cc(NC(=S)NCc3ccccn3)ccc2nc2n1CCCCC2	-7	0	-3	10	7	2	4	-2	3
Cc1ccc2[nH]c3c(c2c1)CC/C(=C/c1ccccc1)C3=O	2[fluorescence artefact?]	-11	-1	1	-6	1	10	-4	/
CN(Cc1ccccc1)C(=O)COC(=O)c1cc(-c2ccc(Cl)s2)nc2ccccc12	-2	-14	-2	-3	2	0	-22	-44	-10

Some of these compounds in order of molar mass, falling:
SMILES	14-3-3 Bad inh	eIF4E 4G PPI	Rad51 HR inh	FXIa inh	p97 ATPase inh	Wee1 stabilizer	FXIIa inh 1536	hK5 inh	MDM2 E3 inh
Cc1ccc(-n2c(SCC(=O)NNC(=S)Nc3ccccc3)nc3ccccc3c2=O)cc1	3	3[fluorescence artefact?]	-13	2	8	-2	5	-15	-2
CN(C)CCN1C(=O)c2oc3ccc(Cl)cc3c(=O)c2C1c1cccc(Br)c1 (configuration not stated)	7	-3	-5	2	4	-1	12	0	-16
C/C(=N\NC(=O)C(N)=O)c1ccc(O)cc1O	10	2	-2	-3	3	0	2	-3	1
